High-throughput results (PubChem BioAssay)
RmlCD inh mix = inhibitors of RmlC and RmlD coupled enzymes. RmlC/RmlD coupled enzyme inhibition, 384-well mixture HTS. inhibition, % at 5.5 µM. hit rate 0.39% among 110,000. AID 1532; in the data active = inhibition above about 30%, passing the limit was not always enough; note: strong numbers were not always called active
HIV RNase H inh = blocks HIV-1 RNase H cleavage of RNA/DNA duplex | P04585 | hit rate 1.9% among 65,000 | RT-RNase H RNA/DNA duplex cleavage, fluorescence | inhibition, % at 10 µM | AID 565; in the data active = inhibition above about 50%
* marks the source's active call; other numbers are inactive results; . = not tested or not shown. This is a subset; count on the stated rates, not on these rows.

Order of results – HIV RNase H inh | RmlCD inh mix
CCOc1ccc(NC(=O)CN2C(=O)COc3ccc(Cl)cc32)cc1
 : -2.1 | 0.5
COC(=O)c1[nH]c2cccc(C)c2c1NC(=O)CN1CCCc2ccccc21
 : -8.9 | 1.1
Cc1c(Br)c(=O)[nH]c(=O)n1COCc1ccccc1
 : -15.5 | -5.0
CCS(=O)(=O)N1CCCC(C(=O)NCc2ccccc2Cl)C1 (centres undefined)
 : -12.7 | .
COc1ccccc1N1CCN(c2nc(C)nc3c2oc2ccccc23)CC1
 : -7.2 | -2.4
CCOc1ccc2nc(SCC(=O)c3ccccc3)sc2c1
 : . | 2.7
COc1ccccc1N1CCN(C(=O)Cn2nnc(-c3ccncc3)n2)CC1
 : 5.3 | -16.1
CN(C)c1ccc(C2N(c3cccc(Cl)c3)C(=O)C3CCCN32)cc1 (centres undefined)
 : -3.3 | .
CCOC(=O)NC(NC(=O)OCC)C(=O)c1ccccc1
 : -23.5 | -6.9
CN(C)S(=O)(=O)c1ccc(-c2ccccc2)cc1
 : -8.6 | 9.3
Cc1c(NS(=O)(=O)c2ccc3c(c2)n(C)c(=O)n3C)c(=O)n(-c2ccccc2)n1C
 : -2.1 | 5.0
Fc1ccc(-c2ccnc(=S)[nH]2)cc1
 : . | -23.5
CCOC(=O)N1CCN(c2nc(=S)n(-c3ccccc3)c(C)c2C(C)=O)CC1
 : 7.8 | 18.3
COc1ccc(-c2cc(=O)c3cc(OC)c(OC)cc3[nH]2)cc1
 : . | 8.9
Cc1ccc(O)c(-c2cc(-c3cccc(F)c3)n[nH]2)c1
 : . | -10.5
NC(=O)COc1ccc(C2c3c(oc4ccccc4c3=O)C(=O)N2CC2CCCO2)cc1 (centres undefined)
 : 3.3 | 0.9
C/C(=N\OC(=O)c1ccc(Cl)cc1)c1nccs1
 : . | 15.2
NC(=O)CC[C@@H]1NC(=O)[C@@H]2CCCN2C(=O)c2cc([N+](=O)[O-])cc(I)c2NCCC[C@@H](C(=O)NC(CC(=O)O)C(N)=O)NC1=O (some centres undefined)
 : . | -10.8
CN1C(C(=O)NCCc2cccs2)CC2Cn3c(nc4cc5ccccc5cc43)C21 (centres undefined)
 : . | 4.7
O=C(Nc1ccccc1)C1=C[C@@H](c2csc3ccccc23)C[C@@H](OCc2ccc(CO)cc2)O1
 : . | -3.8
CC(C)(C)c1ccc(C(=O)NCc2cccnc2)cc1
 : -6.6 | 10.5
COc1cccc(/C=C/C(=O)c2c(O)cc(C)oc2=O)c1O
 : . | 12.8
Cc1sc2nc(SCc3nc4ccccc4[nH]3)n(Cc3ccco3)c(=O)c2c1C
 : 35.6 | .
COc1ccc(NS(=O)(=O)c2coc(C(N)=O)c2)cc1Cl
 : 4.1 | 7.0
Cc1nc2ncnn2c(C)c1CCC(=O)N1CC(C)CC(C)C1 (centres undefined)
 : . | 4.1
CC1(C)Oc2ccc3ccc(=O)oc3c2-c2cn[nH]c21
 : -10.4 | -10.9
OCCOCCn1c(C(CO)Nc2nc(-c3cccc(Br)c3)cs2)nc2ccccc21 (centres undefined)
 : . | 5.9
COc1cc(OC)cc(C(=O)NCc2n[nH]c(=S)n2-c2ccccc2OC)c1
 : 21.1 | -8.1
O=S(=O)(NCc1ccccc1)c1cccc2nonc12
 : -84.8 | -5.2
CCCC(N)CCCCCC(=O)O (centres undefined)
 : -9.4 | -5.3
CC1CCN(CC(C)CNC(=O)c2cc(-c3ccccn3)nc3ccccc23)CC1 (centres undefined)
 : . | -8.1
CCOC(=O)c1oc2ccccc2c1CSc1nnnn1-c1ccc(OC)cc1
 : 0.1 | 5.4
O=C(COc1ccc(Cl)cc1)Nc1ccc(C(=O)NCc2cccnc2)cc1
 : . | 3.6
Cc1ccc(-c2nnn(CC(=O)N(CC(=O)NCc3ccccc3)c3cccc(C)c3C)n2)o1
 : -11.9 | 6.6
C/C=C1/CN2C3CC1C(CO)(C(=O)OC)C2Cc1c3n(C)c2ccccc12 (centres undefined)
 : . | 9.1
CCOC(=O)C1C(C)=CC(=O)CC1c1ccco1 (centres undefined)
 : -9.2 | -9.9
O=C(NCC(=O)N(c1ccc2c(c1)OCO2)C(C(=O)NC1CCCC1)c1ccncc1)c1ccco1 (centres undefined)
 : -7.5 | 3.5
CCOC(=O)C(=CNc1cc(C)nn1-c1ccccc1)C(=O)OCC
 : . | -7.8
Cc1ccc(-c2nc(CS(=O)(=O)CC(=O)NCCCN3CCN(C)CC3)c(C)o2)cc1
 : -0.3 | -10.8
CCOc1ccc(CCNC(=O)C2CCC(=O)N2CCc2ccccc2)cc1OCC (centres undefined)
 : . | 5.9
COCCOC(=O)C1=C(C)NC(=O)NC1c1ccc(OC(=O)c2ccco2)c(OC)c1 (centres undefined)
 : -23.3 | -2.9
Cc1nn(C)cc1/C=C/C(=O)c1cccs1
 : . | 13.6
CC(=O)N1C(C(=O)O)CSC1c1cccc(C)c1 (centres undefined)
 : -4.3 | -15.1
CCCCN1C(=O)C(NC(C)=O)c2cc(Br)ccc21 (centres undefined)
 : -9.2 | 11.8
CC1(C)CC2CC(C)(CN2S(=O)(=O)c2cccc(N)c2)C1 (centres undefined)
 : . | -1.5
Nc1nncn1C(=O)CCc1ccccc1
 : -8.7 | -7.9
CCCCC(c1nnnn1C1CCCC1)N1CCN(C(=O)c2ccco2)CC1 (centres undefined)
 : -11.6 | -3.3
Cc1cc2oc(=O)cc(COC(=O)c3cccc(N(C)C)c3)c2cc1C
 : 4.3 | .
NC12CN3CN(CN(C3)C1)C2 (tested in a mixture with another compound)
 : -4.9 | -9.7
C[C@@H](C(=O)NCc1ccccc1)N1C(=O)C2CC=CCC2C1=O (some centres undefined)
 : . | 1.4

Individual results from the list:
In RmlCD inh mix, CCCCC(c1nnnn1C1CCCC1)N1CCN(C(=O)c2ccco2)CC1 (centres undefined) shows -3.3
In RmlCD inh mix, CC(=O)N1C(C(=O)O)CSC1c1cccc(C)c1 (centres undefined) shows -15.1
In RmlCD inh mix, CCCCN1C(=O)C(NC(C)=O)c2cc(Br)ccc21 (centres undefined) shows 11.8

Following part
Order of results – HIV RNase H inh | RmlCD inh mix
CCN1CCCC1CNC(=O)CN1C(=O)COc2ccc(C)cc21 (centres undefined)
 : -4.7 | 5.2
CCOC(=O)c1cn(CC(=O)Nc2ccc(C)cc2)nn1
 : -11.3 | 2.2
O=C(COc1cccc(-n2cnnn2)c1)Nc1ccccc1
 : . | -24.8
CCN(CC)CCCNc1nc2cc(OC)c(OC)cc2c2nc(-c3cccnc3)nn12
 : . | 11.9
O=c1c2ccccc2sn1-c1ccccc1
 : . | 8.1
O=C(N/N=C\c1ccc(COc2ccc([N+](=O)[O-])cc2)o1)c1ccc(Cl)cc1
 : . | -10.8
CCOC(=O)Cc1csc(NC(=O)c2c(-c3c(Cl)cccc3Cl)noc2C)n1
 : . | -8.1
Cc1cc(N2CCC(C)CC2)nc(-n2nc(C)cc2C)n1
 : -26.0 | 5.9
COC(=O)c1c(C(=O)OC)c(-c2ccc(C)cc2)n2c1CS(=O)C2 (centres undefined)
 : . | -12.3
Cc1ccc(-c2nn3nnnc3c3ccccc23)cc1C
 : . | -21.4
COC(=O)C1=C(c2cc3ccccc3s2)C[C@@H]2CC[C@H]1N2C(=O)N1CCCC1
 : . | 4.2
O=C(Nc1ccncc1)Nc1ccc(F)cc1F
 : -4.0 | 7.7
CCC(C)NC(=O)c1n[nH]c(=O)c2ccccc12 (centres undefined)
 : 1.0 | -25.2
Cc1cccc(NC(=O)NCC(c2cccnc2)N2CCOCC2)c1 (centres undefined)
 : -38.2 | .
O=C(Nn1c(=S)[nH]c2ccccc2c1=O)c1ccncc1
 : 2.0 | 7.8
COc1ccc(/C=C/C(=O)NCc2cnn(C)c2C)cc1COc1ccc(Br)cc1
 : . | 5.8
CCOC(=O)c1cnc(SCc2cccc3ccccc23)nc1N
 : . | -21.7
CCc1ccc(CCC(=O)Nc2ccc(S(N)(=O)=O)cc2)o1
 : -7.3 | -5.0
Cc1ccc(S(=O)(=O)Oc2ccc(C3C4=C(CCCC4=O)OC4=C3C(=O)CCC4)cc2)cc1
 : . | -5.4
Cc1ccc(-c2nnn(CC(=O)N(Cc3cccs3)C(C(=O)NC3CCCC3)c3ccco3)n2)o1 (centres undefined)
 : -4.7 | -6.6
COC(C[C@@H]1O[C@H]1[C@H](O)COCc1ccccc1)OC
 : . | 9.0
CCn1c(SCc2ccc(OC)cc2)nnc1-c1ccncc1
 : 0.0 | 1.3
Cc1ccc(CSc2nnc3nc(C)cc(C)n23)cc1
 : . | 2.3
CCOCCCn1c(=S)[nH]c2cc(C(=O)N3CCOCC3)ccc2c1=O
 : 1.5 | 1.1
O=C(NCc1cccs1)C1CC(=O)N(C2CCCC2)C1 (centres undefined)
 : -5.3 | -12.9
O=c1c2[nH]c3cccc(Cl)c3c2ncn1Cc1ccncc1
 : -22.0 | -14.4
CCN(CC)C(=O)CSc1nsc(SCC(=O)N(CC)CC)c1C#N
 : 41.3 | .
Cc1nc(N2CCN(C)CC2)[nH]c(=O)c1Cc1cccc2ccccc12
 : -7.2 | -8.2
CC1CCCCC1NC(=O)COc1ccc(-n2cnnn2)cc1 (centres undefined)
 : 1.9 | 5.6
O=C(CC1CC2CCC1C2)OCC(=O)c1c[nH]c2ccccc12 (centres undefined)
 : . | -6.8
CC(C)CC(=O)NC(=S)Nc1ccccc1C(=O)Nc1ccccc1
 : . | -6.1
CCCCOc1ccc(C(=O)NCCCC(=O)N2CCCCC2)cc1
 : -9.4 | -10.2
CC(C)NS(=O)(=O)c1ccc(OCC(N)=O)c(Cl)c1
 : -9.9 | -13.3
Cc1cc(NCCNC2=CC(=O)CCC2)nc2ccccc12
 : -8.0 | .
Cc1ccc(OCc2nc(C#N)c(NCc3ccc4c(c3)OCO4)o2)cc1
 : -63.1 | 10.1
CCC(=O)NC(C)c1nc2ccccc2n1C (centres undefined)
 : -6.3 | 2.0
C=CCc1c(C)nc2c(C(=O)O)cnn2c1C
 : 1.8 | 3.5
CSc1cccc(NS(=O)(=O)c2cccs2)c1
 : -15.6 | -12.1
Cc1cc(Cl)ccc1OCC(=O)NCCOc1nc(N2CCOCC2)nc(N2CCOCC2)n1
 : . | -9.7
Cc1sc2ncn(CC(=O)NCc3ccccn3)c(=O)c2c1S(=O)(=O)N1CCOCC1
 : . | 7.2
COC(=O)CSc1nnc2n1C(C)(C)Cc1ccccc1-2
 : -3.7 | 4.0
COc1cc(C(=O)NCc2cn3ccsc3n2)cc(OC)c1OC
 : -8.8 | 9.0
COc1ccc(NC(=O)c2ccc(-c3ccc(C)c4ccccc34)o2)cc1
 : . | -6.0
COC(=O)c1cccc(NC(=O)/C(=C\c2ccccc2)NC(=O)c2ccccc2Cl)c1
 : . | -12.8
CCCCN(C)C(=O)C(Cc1ccccc1)NS(=O)(=O)c1ccc2c(c1)CCC(=O)N2 (centres undefined)
 : -9.6 | -16.4
COC(=O)CC1(Cc2ccccc2)C(=O)NC(=O)NC1=O
 : -3.8 | 3.4
CCOC(=O)CSc1nnc([C@H](CC(C)C)NC(=O)OC(C)(C)C)o1
 : 4.2 | 4.6
CSCCC(C(=O)N1C[C@]2(C)C[C@H]1CC(C)(C)C2)N1C(=O)c2ccccc2C1=O (some centres undefined)
 : . | -4.7
CCCCCCCCCCCCN1[C@@H](CC(=O)OC)c2cc(F)cc(F)c2S1(=O)=O
 : . | -10.9
CCOC(=O)c1c[nH]c2c(Cl)ccc(Cl)c2c1=O
 : -12.8 | -9.9

The closing two compounds of the section before open the next one.
Order of results – HIV RNase H inh | RmlCD inh mix
CCCCCCCCCCCCN1[C@@H](CC(=O)OC)c2cc(F)cc(F)c2S1(=O)=O
 : . | -10.9
CCOC(=O)c1c[nH]c2c(Cl)ccc(Cl)c2c1=O
 : -12.8 | -9.9
CO/N=C(\c1nonc1N)N1CCN(c2ccc([N+](=O)[O-])cc2Cl)CC1
 : . | 9.3
O=C(NCc1ccccc1)c1ccc2nc(-c3ccco3)c(-c3ccco3)nc2c1
 : . | -17.5
CC(C)c1[nH]nc2c1C(c1cccs1)C(C#N)=C(N)O2 (centres undefined)
 : . | -1.7
Clc1ccc(-c2nnc3n2CCCC3)cc1
 : . | -21.3
N#CC(C(=O)NC1CC1)c1nc2ccccc2nc1N1CCN(C/C=C/c2ccccc2)CC1 (centres undefined)
 : 4.0 | 5.2
CCc1ccc2[nH]c(=O)c(C(c3nnnn3Cc3ccc(OC)cc3)N3CCOCC3)cc2c1 (centres undefined)
 : 2.0 | 6.2
COCCCn1c(=S)[nH]c2ccc(N3CCOCC3)cc2c1=O
 : 13.0 | 1.7
CC(C)(C)n1nnnc1C(c1ccc2ncccc2c1)N1CCSCC1 (centres undefined)
 : -5.0 | .
COc1ccc(NC(=O)N2CCN(CCC#N)CC2)cc1
 : . | 0.7
CC(=C/c1ccccc1)/C=N/n1cnnc1
 : . | -207.3
O=C(CN(C(=O)CCC(=O)Nc1nccs1)c1ccc2c(c1)OCO2)NCC1CCCO1 (centres undefined)
 : 10.4 | -13.8
CCn1c(SCC(=O)Nc2cccc(C)n2)nnc1-c1ccco1
 : -3.8 | 7.1
CCOC(=O)C(NC(=O)CC)(N1CCc2ccccc2C1)C(F)(F)F (centres undefined)
 : . | -11.9
O=C(CCc1c[nH]c2ccccc12)NCc1ccc2c(c1)OCO2
 : . | -11.0
N/C(Cc1cccs1)=N\OC(=O)COc1ccccc1
 : . | -10.7
NS(=O)(=O)c1ccc(NC(=O)CCC2CCCCC2)cc1
 : -11.2 | 4.2
COc1ccccc1C(=O)Nc1c(C)n(C)n(-c2ccccc2)c1=O
 : -6.9 | 6.0
COC(=O)C1=C(N)Oc2cc(C)[nH]c(=O)c2C1c1cccnc1 (centres undefined)
 : . | -8.5
CCOC(=O)c1sc(NC(=O)C2CC2)nc1C
 : -8.5 | -8.6
COc1ccc(OC)c(C2C(C(=O)c3cc4ccccc4o3)=C(O)C(=O)N2c2cc(C)on2)c1 (centres undefined)
 : -1.4 | -7.0
CCOC(=O)CCn1nnc(N)n1
 : -14.5 | 11.4
Cc1cc(C(=O)NCCCc2ccccc2)no1
 : -8.8 | -9.7
COC(=O)c1ccc(CSc2nnc(NC(=O)c3cc4c(s3)CCCC4)s2)cc1
 : . | 1.9
